CHRM5 antagonist: human M5 muscarinic receptor antagonists, primary screen, CHO cells, Fluo-8 calcium fluorescence. inhibition, % at 3 µM. 360,000 tested, 0.59% active. CHO-hM5 cells, ACh EC80;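 active = inhibition above a per-plate cutoff, the mean of that plate's test compounds plus 3 SD, cut at about 27% in these data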;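 also: 0% = acetylcholine EC80 with DMSO and 100% = DMSO without agonist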
M1 PAM parental: nonselective calcium activators in parental CHO-K1 cells, primary screen, counter-screen for M1 PAM project, cell-based, Fluo-8 calcium fluorescence, full deck, 1536-well | activation, % at 3 µM | ATP EC20; 0% at ATP EC20, 100% at ATP max | 360,000 tested, 0.02% active;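 active = activation above the run cutoff, the mean activation of all test compounds plus 3 SD, cut at about 40% in these data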;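 also: peak over basal fluorescence ratio in a 140 s read after ATP addition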
CRFBP-R2 block: antagonists of CRF-BP/CRF-R2 complex, primary screen, cell-based, HEK293, calcium dye fluorescence, uHTS; CRF-induced calcium fluorescence; inhibition, % at 11.8 µM; 350,000 tested, 0.59% active; AID 588475, 2011;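 active = inhibition of the ligand-induced calcium signal above about 50% at the single tested concentration, limit read from the data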
M4 PAM: human M4 muscarinic receptor positive allosteric modulators, primary screen, CHO-K1 cells, Fluo-8 calcium fluorescence; activation, % at 3 µM; 360,000 tested, 0.4% active; CHO-K1 hM4/Gqi5, ACh EC20; 0% = ACh EC20, 100% = maximal ACh; Muscarinic acetylcholine receptor M4 (Homo sapiens), P08173; AID 624126, 2012;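 active = activation above its plate's cutoff, the mean activation of sample wells plus 3 SD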; also: some results filed as inactive read as strong as hits
Target sequence (P08173 whole entry, looked up): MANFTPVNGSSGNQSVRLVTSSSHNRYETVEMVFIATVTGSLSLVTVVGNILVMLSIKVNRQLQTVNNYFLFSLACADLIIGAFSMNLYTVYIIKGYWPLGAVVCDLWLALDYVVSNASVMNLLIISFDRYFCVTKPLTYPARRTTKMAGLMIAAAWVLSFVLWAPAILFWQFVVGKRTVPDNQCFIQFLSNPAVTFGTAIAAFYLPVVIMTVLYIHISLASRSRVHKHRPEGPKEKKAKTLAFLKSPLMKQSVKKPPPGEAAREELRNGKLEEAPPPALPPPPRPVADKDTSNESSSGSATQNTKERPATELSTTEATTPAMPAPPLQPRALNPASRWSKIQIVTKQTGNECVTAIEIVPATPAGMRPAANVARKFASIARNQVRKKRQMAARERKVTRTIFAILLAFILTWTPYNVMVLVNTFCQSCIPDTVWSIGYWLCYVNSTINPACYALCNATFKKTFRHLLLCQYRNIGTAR
TAAR1 ag: human TAAR1 agonists, primary screen, Fluo-8 calcium fluorescence, CHO RD-HGA16 cells. Trace amine-associated receptor 1 (Homo sapiens), Q96RJ0. vehicle wells 0%, saturating PEA agonist 100%. activation, % at 3 µM. 360,000 tested, 0.99% active. AID 624467, 2012;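 active = activation above the mean activation of all test compounds in the run plus 3 SD, cut at about 38% in these data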
Target sequence (Q96RJ0 whole entry, looked up): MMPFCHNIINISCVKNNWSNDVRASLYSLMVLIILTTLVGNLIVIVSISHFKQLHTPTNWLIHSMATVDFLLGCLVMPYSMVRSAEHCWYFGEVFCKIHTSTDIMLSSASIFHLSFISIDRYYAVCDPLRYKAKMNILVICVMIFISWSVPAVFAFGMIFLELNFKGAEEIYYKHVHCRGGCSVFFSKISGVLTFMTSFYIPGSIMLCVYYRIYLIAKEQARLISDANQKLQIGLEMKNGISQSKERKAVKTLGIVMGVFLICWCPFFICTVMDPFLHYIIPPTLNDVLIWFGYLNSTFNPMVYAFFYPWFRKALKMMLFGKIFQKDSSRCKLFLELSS
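Test system: RD-HGA16 (CHO) cells co-expressing Gα16 and hTAAR1; dosing: one-point dosing at 3 µM (nominal); timing: 17-24 h seeding, 75 min 37 °C dye, 30 min RT; signal: kinetic Fluo-8 calcium fluorescence; read-out basis: % activation relative to PEA EC100 response; controls: DMSO and PEA EC100; replicates: n 1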
TAAR1 antagonist: human TAAR1 antagonists, primary screen, Fluo-8 calcium fluorescence, CHO RD-HGA16 cells | 360,000 tested, 1.5% active | AID 624466, 2012 | inhibition, % at 3 µM | antagonist;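 active = inhibition above a per-plate cutoff, the mean inhibition of test compounds on that plate plus 3 SD, cut at about 49% in these data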;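 also: 0% = DMSO plus EC80 beta-PEA response and 100% = DMSO alone without agonist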
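Test system – hTAAR1-expressing CHO RD-HGA16 cells, Gα16-coupled · Reagent – β-PEA at EC80 concentration, post-compound challenge · Compound dosing – 3 µM, single point · Timing – 140 s kinetic read after compound, 140 s after agonist · Detection – Fluo-8 intracellular calcium dye fluorescence, real-time kinetic reads · Control set – DMSO and EC80 PEA controls · Repeats – n of 1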
CHRM5 agonist: human M5 muscarinic receptor agonists, primary screen, CHO-K1 cells, Fluo-8 calcium fluorescence; activation, % at 3 µM; 360,000 tested, 0.19% active; CHO-K1 hM5 cells; 0% DMSO wells, 100% maximal acetylcholine response; Muscarinic acetylcholine receptor M5 (Homo sapiens), P08912;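 active = activation above the run's mean over test compounds plus 3 SD, cut at about 23% in these data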;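 also: signal is peak over basal fluorescence ratio across the kinetic read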
CHRM5 PAM: human M5 muscarinic receptor positive allosteric modulators, primary screen, CHO-K1 cells, Fluo-8 calcium fluorescence. Muscarinic acetylcholine receptor M5 (Homo sapiens), P08912. CHO-K1 hM5, ACh EC20 PAM; 0% = ACh EC20, 100% = ACh EC100. activation, % at 3 µM. 360,000 tested, 0.3% active;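 active = activation above the run cutoff, the mean activation of all test compounds plus 3 SD, cut at about 18% in these data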
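system = human M5 receptor in CHO-K1 cells | compound = one concentration, 3 µM final (nominal) | schedule = Post-acetylcholine fluorescence recording 140 s | signal = Fluo-8 calcium dye fluorescence, kinetic read | benchmarks = low control EC20 acetylcholine (0%), high control EC100 acetylcholine (100%) | repeats = singlicate, one well per test compound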
CRFBP-R2 agonist: agonists of CRF-BP/CRF-R2 complex, primary screen, cell-based, HEK293, calcium dye fluorescence, uHTS; CRF-binding protein / CRF receptor 2 complex (human); calcium dye fluorescence (FLIPR); percent of saturating CRF peptide response; activation, % at 13.2 µM; 350,000 tested, 0.46% active; AID 588473, 2011;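 active = activation of at least 50%, plus an integration ratio under a set limit after plate pattern correction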;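 also: plate controls were neutral control wells without compound for no effect and CRF at EC100 for full effect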
An asterisk follows results filed as active; · = not tested or not shown. Compounds as they come; about 4.2% have a hit in one of these screens.

SMILES | CHRM5 antagonist | M1 PAM parental | CRFBP-R2 block | M4 PAM | TAAR1 ag | TAAR1 antagonist | CHRM5 agonist | CHRM5 PAM | CRFBP-R2 agonist
NC(=O)[C@@H]1CCCN1C(=O)c1ccc2oc(CCc3ccccc3)nc2c1 | 4 | 7 | 12 | 6 | 1 | -1 | -5 | -1 | -2.6
Fc1cccc(Nc2nc3ccccc3n3nnnc23)c1 | -5 | -10 | -45 | 0 | -1 | 7 | 2 | -2 | 2.1
CCCc1cc(=O)n2[nH]c(C)c(-c3ccccc3OC)c2n1 | 2 | 5 | -3 | 2 | 0 | -14 | 0 | -1 | -0.7
Cc1c(C(=O)N2CCCCC2)c(S(=O)(=O)N2c3ccccc3CC2C)c(C)n1C (stereo not drawn) | 0 | -4 | -12 | 0 | -1 | -32 | -4 | 1 | -1.0
FC(F)(F)c1ccc(N2CCN(c3cc(-c4ccccc4)nc4ncnn34)CC2)nc1 | -1 | 4 | 5 | 3 | 12 | -2 | 3 | -9 | 0.7
COc1cc2ccccc2cc1C(=O)N1CC(C)OC(C)C1 (stereo not drawn) | 3 | 1 | -3 | 9 | 0 | -22 | -3 | -8 | 0.1
CCN(CC)S(=O)(=O)c1c(Br)cc(C)cc1Br | -1 | 7 | 4 | 0 | 2 | 0 | -5 | 4 | 0.9
COC(=O)C(C(=O)Nc1cccc(C)n1)C1CCCCCC1 (stereo not drawn) | -4 | -2 | -6 | -6 | 15 | 18 | 3 | -4 | -1.6
O=C(COc1nc2ccccc2nc1N1CCOCC1)Nc1ccc(S(=O)(=O)N2CCCC2)cc1 | -3 | 2 | 8 | -7 | 4 | 3 | -2 | -4 | -0.7
O=C(CCC(=O)N1CCSc2ccccc21)NC1CCCCC1 | -3 | 14 | -11 | 2 | 2 | -21 | 0 | 0 | 0.0
CCCn1nnc(NC(=O)/C=C/c2ccccc2)n1 | 0 | 15 | 3 | -6 | 2 | -24 | 6 | 3 | 3.3
COc1ccc(-n2c(C)nnc2SCC(=O)N2C(C)CCCC2C)cc1 (stereo not drawn) | -13 | 9 | 9 | 1 | 13 | -9 | 3 | 4 | -1.1
O=c1[nH]c(CSc2nnc(-c3cccnc3)n2C2CCCCC2)nc2ccccc12 | 16 | 3 | 0 | -5 | 23 | 65* | 7 | -21 | 0.0
S=C(NCc1ccccn1)Nc1ccc(Cl)c(Cl)c1 | 11 | 8 | -28 | 12 | 14 | 22 | 2 | -5 | 5.3
CCCCCOC(=O)C1[C@H]2C(=O)N(c3ccccc3CC)C[C@]23C=C[C@H]1O3 (stereo partly drawn) | -3 | 23 | -11 | 3 | -1 | -3 | 0 | 6 | 0.3
O=C(O)c1cccc(NC(=O)c2ccc3c(c2)C(=O)N(CC2CCCO2)C3=O)c1 (stereo not drawn) | -11 | 18 | 31 | 14 | 3 | 18 | 4 | 5 | 1.4
NC(=O)C(CC(=O)O)NC(=O)[C@@H]1CCCNc2c(I)cc([N+](=O)[O-])cc2C(=O)N[C@@H](CO)C(=O)N[C@@H](Cc2ccc(O)cc2)C(=O)N1 (stereo partly drawn) | 13 | -3 | 5 | -3 | · | · | 0 | -16 | -0.5
CCOC(=O)c1c(NC(=O)Cc2cccs2)sc2c1CCCC2 | -4 | 18 | -5 | 3 | 1 | 4 | -2 | 5 | 3.6
COc1cccc(C(=O)Nc2cccc3c2ccc2cccn23)c1 | 5 | 11 | 7 | -8 | 0 | -5 | 0 | 4 | -0.8
COc1cc(C)ccc1OCCCON1C(=O)CCC1=O | 4 | 16 | -13 | 9 | 4 | 4 | -1 | -2 | 2.5
Cc1ccc2cc3cc(C(=O)N(CC(=O)NC4CCCC4)c4cccc(C)c4C)sc3nc2c1 | -6 | 11 | 5 | 12 | 1 | 17 | -1 | -1 | 2.0
CCC(C)NC(=O)Cn1cccc1C(=O)c1ccccc1 (stereo not drawn) | -3 | 3 | 20 | 8 | -3 | -17 | 1 | 3 | -3.5
CCOC(=O)C1CCCN(C(=O)c2cccc(OC(F)(F)F)c2)CC1 (stereo not drawn) | -3 | 15 | · | 7 | 1 | -10 | 0 | 0 | ·
CC1=NN(C(C#N)c2cccc([N+](=O)[O-])c2)C(C)(C)C1 (stereo not drawn) | -6 | 6 | 23 | -3 | -3 | -15 | 0 | 5 | -6.5
CC(=NNC(=O)c1ccncc1)c1ccccc1Cl | 14 | 15 | 1 | 7 | 5 | -12 | 0 | 4 | -2.7

The closing six compounds of the section before come first, to join the parts.
SMILES | CHRM5 antagonist | M1 PAM parental | CRFBP-R2 block | M4 PAM | TAAR1 ag | TAAR1 antagonist | CHRM5 agonist | CHRM5 PAM | CRFBP-R2 agonist
COc1cc(C)ccc1OCCCON1C(=O)CCC1=O | 4 | 16 | -13 | 9 | 4 | 4 | -1 | -2 | 2.5
Cc1ccc2cc3cc(C(=O)N(CC(=O)NC4CCCC4)c4cccc(C)c4C)sc3nc2c1 | -6 | 11 | 5 | 12 | 1 | 17 | -1 | -1 | 2.0
CCC(C)NC(=O)Cn1cccc1C(=O)c1ccccc1 (stereo not drawn) | -3 | 3 | 20 | 8 | -3 | -17 | 1 | 3 | -3.5
CCOC(=O)C1CCCN(C(=O)c2cccc(OC(F)(F)F)c2)CC1 (stereo not drawn) | -3 | 15 | · | 7 | 1 | -10 | 0 | 0 | ·
CC1=NN(C(C#N)c2cccc([N+](=O)[O-])c2)C(C)(C)C1 (stereo not drawn) | -6 | 6 | 23 | -3 | -3 | -15 | 0 | 5 | -6.5
CC(=NNC(=O)c1ccncc1)c1ccccc1Cl | 14 | 15 | 1 | 7 | 5 | -12 | 0 | 4 | -2.7
CCCOC(=O)c1cccc(NC(=O)C(C)(C)C)c1 | -6 | 4 | -9 | 4 | 1 | -16 | -7 | 11 | -2.0
Cc1ccc(S(=O)(=O)N2CCN(CC(=O)N3CCCC3)CC2)c(C)c1 | 8 | 9 | 0 | 10 | 4 | -11 | 2 | -5 | -0.3
CCCCC(=O)NCCc1cc2c(C)ccc(C)c2[nH]c1=O | 2 | 24 | 1 | 3 | 6 | -29 | 1 | 1 | -0.3
O=[N+]([O-])c1ccc(OCCN2CCCCCC2)cc1 | -9 | -9 | 17 | -13 | 5 | 12 | -9 | 2 | -0.4
COc1cccc(-c2oc3c(c2C#CC2(N)CCCCC2)C(O)CCC3)c1 (stereo not drawn) | 6 | 17 | · | 3 | 4 | -14 | 2 | -4 | ·
COc1cc(C(=O)N2CCN(S(=O)(=O)c3ccc(F)cc3)CC2)cc(OC)c1OC | -6 | 24 | 2 | 8 | 3 | -12 | 0 | 1 | -1.7
CCOC(=O)N1CCN(C(=O)CSc2ccc3nnc(-c4cccnc4)n3n2)CC1 | 8 | 12 | -3 | 1 | 4 | 0 | 2 | -3 | 3.0
O=C(Cn1cnc2scc(-c3ccc(F)cc3)c2c1=O)NCC(c1ccco1)N1CCCC1 (stereo not drawn) | 4 | 14 | 2 | -2 | 0 | -10 | -5 | -6 | 0.9
COc1ccc2cc3cc(C(=O)N4CCN(c5ccccc5)CC4)oc3nc2c1 | 2 | 19 | 6 | 1 | 10 | 0 | 2 | -4 | -2.3
CC1(c2cc(C(F)(F)F)n3nc(C(=O)O)cc3n2)CC1 | -2 | 6 | -3 | 8 | 14 | -6 | 1 | 5 | 7.2
O=C(NNC1CC(=O)N(c2ccc(Br)cc2)C1=O)c1cccs1 (stereo not drawn) | -6 | 5 | 9 | 16 | 23 | 42 | 3 | 4 | -0.5
COc1ccc(S(=O)(=O)N2CCN(C3CC4CCC3C4)CC2)cc1 (stereo not drawn) | -10 | -12 | 4 | -9 | 0 | -2 | -9 | 2 | -1.5
CC1Cc2ccccc2N1C(=O)CN1CCN(Cc2ccccc2)CC1 (stereo not drawn) | -2 | 8 | -2 | -3 | 2 | -27 | -8 | 0 | -0.5
COc1ccc2nc(NC(=O)c3cccc(-c4cc5ccccc5oc4=O)c3)sc2c1 | -3 | 14 | -1 | 14 | 2 | -1 | -1 | 6 | -1.2
CS(=O)(=O)N(Cc1ccccc1)c1ccc(C(=O)N2CCN(c3cccc(Cl)c3)CC2)cc1 | 6 | 11 | 44 | -15 | · | · | 1 | -6 | 1.0
CCOC(=O)C1CCN(C(=O)Cn2cc(C(=O)C3CC3)c3ccccc32)CC1 | 1 | 28 | 6 | 9 | 1 | -17 | 0 | 0 | -2.0
CCCC(=O)Nc1nc2nc(-c3ccccc3)cc(=O)n2[nH]1 | 6 | 10 | -3 | 10 | 2 | 20 | 1 | -1 | 0.3
CCCN1C(=O)c2cc(C(=O)NCCc3cccc(C)c3)ccc2C1O (stereo not drawn) | -5 | 10 | -3 | 1 | 1 | -1 | 2 | -5 | -0.2
C=CCn1c(SCC(=O)NC2CCCCC2)nnc1-c1ccc(OC)cc1 | -4 | 19 | -7 | 2 | 2 | -14 | 1 | 3 | -1.4
S=C1NCCOCCNC(=S)NCCOCCOCCOCCN1 | -10 | 20 | 19 | 6 | 1 | -16 | 1 | 4 | 4.6

One compound at a time, as listed above:
NC(=O)[C@@H]1CCCN1C(=O)c1ccc2oc(CCc3ccccc3)nc2c1 across the screens: CHRM5 antagonist = 4; M1 PAM parental = 7; CRFBP-R2 block = 12; M4 PAM = 6; TAAR1 ag = 1; TAAR1 antagonist = -1; CHRM5 agonist = -5; CHRM5 PAM = -1; CRFBP-R2 agonist = -2.6
O=C(COc1nc2ccccc2nc1N1CCOCC1)Nc1ccc(S(=O)(=O)N2CCCC2)cc1 across the screens: CHRM5 antagonist = -3; M1 PAM parental = 2; CRFBP-R2 block = 8; M4 PAM = -7; TAAR1 ag = 4; TAAR1 antagonist = 3; CHRM5 agonist = -2; CHRM5 PAM = -4; CRFBP-R2 agonist = -0.7

Source: PubChem
